AmpC no deterg: AmpC beta-lactamase inhibition without detergent; Potency, µM (titrated, usually from 57.1 µM), for inactives: at the top dose activity change, negative = inhibition, actives largely listed as inhibitors; P00811; AmpC nitrocefin hydrolysis, absorbance 480 nm, 0.0001% Triton; actives 0.52% (n = 330,000);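 further: potency means the concentration at half of the fitted maximal effect; plate controls were no compound for no effect and no enzyme for full effect; nearly all actives have a fitted effect of over 20% in size; some results filed as inactive show a strong effect at the top dose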
Target sequence (P00811 whole entry, looked up): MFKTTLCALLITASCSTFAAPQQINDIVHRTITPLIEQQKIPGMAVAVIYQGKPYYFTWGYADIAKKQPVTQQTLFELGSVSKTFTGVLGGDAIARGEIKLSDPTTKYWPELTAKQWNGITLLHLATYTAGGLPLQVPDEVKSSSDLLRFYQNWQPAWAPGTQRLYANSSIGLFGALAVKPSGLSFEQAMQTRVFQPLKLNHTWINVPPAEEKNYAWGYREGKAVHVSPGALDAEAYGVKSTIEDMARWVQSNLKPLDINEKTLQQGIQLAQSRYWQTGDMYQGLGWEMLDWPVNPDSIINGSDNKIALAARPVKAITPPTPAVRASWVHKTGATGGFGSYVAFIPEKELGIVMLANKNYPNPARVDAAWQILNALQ
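20 mM phosphate pH 7.0 + 0.01% (detergent screen) or 0.0001% Triton X-100; 5.3 nM AmpC reagent; cpd preinc 15 min RT; nitrocefin (800 uM stock) to start; A480 q20 s × 4 min; Activity was normalised to no-enzyme and no-compound control wells.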
Sm TGR inh: inhibitors of Schistosoma mansoni thioredoxin glutathione reductase; purified TGR, DTNB reduction, TNB absorbance 405 nm; Potency, µM (top dose mostly 114 µM), without a hit: at the top dose activity change, negative = inhibition, actives largely listed as inhibitors; actives 3% (n = 360,000); AID 485364; further: potency means the concentration at half of the fitted maximal effect; nearly all actives have a fitted effect of over 60% in size
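Kinetic colorimetric format: TGR-catalysed, NADPH-driven DTNB reduction monitored via TNB absorbance. Enzyme dispensed at 20 nM; compound exposure 15 min at room temperature before reaction start.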
AmpC inh detg: blocks E. coli AmpC beta-lactamase in detergent assay. actives 0.041% (n = 370,000). P00811. Potency, µM (titrated, usually from 114 µM), for inactives: top-dose activity change, negative = inhibition, usual class: inhibitors. AmpC hydrolysis of nitrocefin, absorbance 480 nm, 0.01% Triton;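 further: potency means the concentration at half of the fitted maximal effect; 0% = no-compound wells and -100% = no-enzyme wells; nearly all actives have a fitted effect of over 25% in size; some results filed as inactive show a strong effect at the top dose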
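AmpC (5.3 nM in the dispensed reagent) in 20 mM phosphate pH 7.0 with 0.01% (detergent screen) or 0.0001% Triton X-100 was preincubated with compounds for 15 min at room temperature. Nitrocefin was then added from an 800 uM solution, and hydrolysis was followed at 480 nm.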
HCMV inh: human cytomegalovirus inhibition. HFF cells, HCMV-luciferase reporter, 72 h; hits give low values. activity change, negative = inhibition, % at 57.5 µM. actives 4.5% (n = 410,000); in the data active means activity change below about -60%; inconclusive means no clear call, values can overlap the other calls; inactive means above about -39%
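Luciferase read-out from HCMV-luciferase-infected HFFs (MOI 1 PFU/cell) 72 h post infection at 37C; compounds added after 16 h cell attachment; activity normalized between buffer-only basal and Salinomycin (10uM) inhibitor controls.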
HCV inhibitor: inhibitors of hepatitis C virus infection; Huh7.5.1 HCVcc-Cre infection, luciferase reporter, 44 h; Potency, µM (titrated, usually from 41.8 µM), without a hit: at the top dose activity change, negative = inhibition, actives largely listed as inhibitors; actives 3.4% (n = 340,000); AID 651820; further: potency means the concentration at half of the fitted maximal effect
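Compounds are dispensed onto cells plated 4 h earlier at 1,000 per well, with HCVcc-Cre virus (about 0.5 moi) added next. Following 44 h of culture, luminescent signal is measured for 15 sec after 15 min with substrate at room temperature.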
FBPA Giardia inh: Giardia lamblia aldolase inhibition; purified Giardia FBPA; Potency, µM (doses to about 59.6 µM), for inactives: at the top dose activity, negative = inhibition, actives largely listed as inhibitors; actives 0.71% (n = 290,000); further: potency means the concentration at half of the fitted maximal effect; nearly all actives have a fitted effect of over 55% in size
Target sequence (A8B2U2 whole entry, looked up): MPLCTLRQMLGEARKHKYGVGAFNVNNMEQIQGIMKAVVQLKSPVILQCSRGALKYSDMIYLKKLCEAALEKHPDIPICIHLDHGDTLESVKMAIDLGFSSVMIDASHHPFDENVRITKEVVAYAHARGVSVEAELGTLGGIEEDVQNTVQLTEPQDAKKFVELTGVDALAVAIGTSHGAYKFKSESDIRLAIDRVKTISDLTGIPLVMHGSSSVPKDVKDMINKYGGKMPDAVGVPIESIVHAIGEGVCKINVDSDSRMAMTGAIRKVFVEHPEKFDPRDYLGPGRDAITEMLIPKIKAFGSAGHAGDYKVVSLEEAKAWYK
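Giardia FBPA (40 nM reagent) was preincubated 10 min at RT with compound (up to 57.5 uM final), then substrate plus GAPDH/TPI/NAD/arsenate coupling system with diaphorase/resazurin was added; resorufin fluorescence (525/598 nm) was read after 20 min.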
Active calls of the source: *; ? = inconclusive; / = no result given; + = active, no number; & = joins results of further samples; [ ] = remark or other dose. Unless noted, the call rests on the fitted dose curve; in most records, active means well fitted curve in the direction sought with a large enough effect; inconclusive means small, poorly fitted or top-dose-only effect, or another doubt; inactive means no such curve, though single readings can be large; an effect the other way counts as inactive or inconclusive. Unless noted, on the % scale 0 is the no-effect control and ±100 the full control effect.

SMILES,AmpC no deterg,Sm TGR inh,AmpC inh detg,HCMV inh,HCV inhibitor,FBPA Giardia inh
COC(=O)c1c(NC(=O)c2ccco2)sc2c1CC(C)(C)NC2(C)C,19%,1%,3%,30,-20%,/
O=C(N/N=C/c1ccccc1)c1ccc(OCc2ccccc2)cc1,-5%,-1%,-1%,30,-2%,1%
CC1(C)Cc2c(sc3ncnc(N)c23)CO1,-23%,0%,1%,-31,5%,5%
CCN(CC)CCN1C(=O)C(=O)/C(=C(/O)c2ccncc2)C1c1ccccc1F (stereo not drawn),-16%,0%,-12%,1,-4%,-4%
N/C(=N\OC(=O)c1cc([N+](=O)[O-])ccc1Cl)c1cccnc1,-19%,-9%,6%,0,?,-7%
CCOC(=O)C(=O)/C(=C\N(C)C)c1onc(-c2c(F)cccc2Cl)c1C(=O)OC,?,-25%,2%,33,-2%,6%
O=C(CSc1nc2ccccc2o1)c1ccc2c(c1)OCCO2,-23%,-4%,-2%,23,16%,0%
Clc1ccc(Sc2cc(N3CCOCC3)nc(-c3ccccc3)n2)cc1,-12%,1%,-7%,11,?,-3%
COc1ccc(C2=NOC3(CC(=O)N(c4ccc(F)cc4)C3=O)C2)cc1 (stereo not drawn),-55%,20µM*,0%,27,3%,-1%
CC1=C(C(=O)OC(C)C)C(c2ccc(O)cc2)NC(=O)N1 (stereo not drawn),110%[activator],-23%,?,41,16%,-8%
O=C(CSc1nc2ccc(NC(=O)C3CCCCC3)cc2s1)NCC1CCCO1 (stereo not drawn),16%,-12%,-13%,40,-12%,-5%
CCCCNC(=O)c1ccc2c(SCC(=O)O)c3c(nc2c1)CCCC3,-25%,1%,6%,7,-23%,2%
CC(=O)OCCN(CCOC(C)=O)c1c(C)[nH]c(=O)[nH]c1=O,-11%,0%,1%,65,?,5%
O=C(Nc1cccnc1)c1cccs1,0%,2%,4%,?,?,0%
Cc1ccc2oc(=O)c3cc(C(=O)NCCN4CCN(C)CC4)sc3c2c1,-2%,-25%,?,0,?,6%
Nc1ccc(N2CCCCC2)c2nonc12,-41%,?,-5%,-67*,-21%,2µM*
CN(C(=O)COC(=O)c1cccnc1Nc1ccccc1F)C1CCS(=O)(=O)C1 (stereo not drawn),51%,5%,3%,-15,5%,0%
CCOc1cc(/C=C2\NC(=O)NC2=O)cc([N+](=O)[O-])c1O,-8%,-36%,3%,-16,23%,-14%
O=C(CSc1nc(-c2ccc(Cl)cc2)[nH]c(=O)n1)Nc1cccc(Cl)c1,-42%,6%,-2%,-4,4%,16%
CCN(CC)c1ccc(NC(=O)c2cncc(Br)c2)cc1,-52%,1%,?,?,-6%,-11%
Cn1c(SCC(=O)NCC2CCCO2)nc2c(c1=O)SCC2 (stereo not drawn),1%,-7%,-12%,-18,/,/
CC(C(=O)N1CCOCC1)c1ccc([N+](=O)[O-])cc1 (stereo not drawn),-14%,-5%,-20%,19,11%,-1%
Cc1ccc(-c2nc(CS(=O)CC(=O)NCCC(C)C)c(C)o2)cc1 (stereo not drawn),61%[activator],-32%,?,0,-9%,-1%
O=C(CN1C(=O)CC(c2ccccc2)S(=O)(=O)c2ccccc21)NC1CCCC1 (stereo not drawn),21%,-1%,2%,11,-5%,-3%
CCCCOc1ccccc1-c1ccccc1CN1[C@@H](C(C)C)COCCS1(=O)=O,9%,/,/,-32,?,/
COC(=O)C1=C(c2ccc(F)cc2F)C[C@@H]2CC[C@H]1N2C(=O)NCc1ccc(F)cc1,0%,-1%,-7%,-9,?,/
Cn1nc(-c2ccc(OCC(N)=O)cc2)c2ccccc2c1=O,-18%,-8%,?,79,15%,1%
CC(O)[C@H]1CC[C@H]2[C@@H]3CC[C@H]4C[C@@H](O)CC[C@]4(C)[C@H]3/C(=N/O)C[C@]12C (stereo partly drawn),87%[activator],-1%,-8%,6,22%,/
CCN[C@H]1CN(CCCOC)S(=O)(=O)c2sc(S(N)(=O)=O)cc21,-5%,-13%,-7%,-24,19%,/
COc1ccc(C(=O)/C=C/c2cccs2)c(OC(=O)N2CCOCC2)c1,2%,0%,-13%,1,-1%,1%
Cc1ccc(C(=O)Nc2ccc(C(=O)O)cc2)cc1S(=O)(=O)Nc1cccc([N+](=O)[O-])c1,-24%,6%,2%,-13,17%,6%
COc1cc(CC(=O)OCC(=O)c2c[nH]c3ccccc23)cc(OC)c1OC,-11%,3%,3%,18,?,/
CCOc1ccccc1NC(=O)NC1(C(=O)N2CCOCC2)CCCCC1,-5%,-24%,?,26,14%,3%
CC(C)CCn1c(Cl)nc2c1c(=O)n(C)c(=O)n2C,-2%,7%,3%,-32,-9%,3%
O=C(NCc1ccccc1)C1=C[C@@H](c2coc3ccccc3c2=O)C[C@@H](OCCCCO)O1,88%[activator],2%,4%,-3,10%,9%
O=C(C1=NN(c2ccccc2)C(=O)CC1)N1CCc2ccccc2C1,35%,2%,3%,31,16%,1%
C=CCc1cccc(/C=N/NC(=O)C(C)Nc2cccc(C)c2)c1O (stereo not drawn),-7%,7%,-1%,-80*,?,4%
CCCCN(C(=O)CSc1cc(C)c2ccc(OC)cc2n1)c1c(N)n(Cc2ccccc2)c(=O)[nH]c1=O,-3%,0%,-15%,?,?,-4%
Nc1cccc(NC(=O)c2ccco2)c1,-16%,18%,-4%,-20,7%,1%
O=C(COC(=O)CCc1ccccc1)NCc1ccc2c(c1)OCO2,-15%,/,/,-29,-2%,/
O=c1cc(-c2ccccc2)nc(N2CCN(Cc3ccc4c(c3)OCO4)CC2)[nH]1,-42%,7%,?,-9,22%,5%
COc1ccc2nc3oc(C(=O)Nc4cccc(C(F)(F)F)c4)cc3cc2c1,/,2%,2%,-28,/,/
CN(c1ccc(Cl)cc1)S(=O)(=O)c1nnc(NC(=O)C(C)(C)C)s1,-34%,-10%,2%,65,14%,4%
CC(C)CCNC(=O)C1CCCN1C(=O)NC1CCCCC1 (stereo not drawn),-2%,0%,1%,2,-27%,4%
OCC1(CCOc2ccccc2)CCN(CC2=Cc3cc(Cl)ccc3OC2)CC1,184%[activator],-5%,0%,-15,-19%,2%
Cc1ccc(NC(=O)CN(C)S(=O)(=O)c2cnc[nH]2)c(C)c1,-4%,11%,2%,44,12%,0%
Cc1ccc(-c2onc(C)c2C)cc1S(=O)(=O)NC1CCC(C)CC1 (stereo not drawn),/,8%,4%,-67*,/,/
CCOC(=O)C1CCN(C(=O)CSc2n[nH]c(-c3ccc(F)cc3)n2)CC1,/,1%,23%,10,/,/
COC(=O)Cn1c(=O)c2c(nc3n2CC(C)CN3c2ccc(C)c(C)c2)n(C)c1=O (stereo not drawn),5%,-4%,3%,18,6%,8%
CC1CCN(C2CC(=O)N(c3ccccc3)C2=O)CC1 (stereo not drawn),-18%,28µM*,4%,-11,6%,5%
CCOC(=O)CN1C(=O)N[C@@H](CCc2ccccc2)[C@H](C(C)=O)[C@H]1C,/,/,/,-30,0%,7%[12.9 µM]
Cc1ccc(S(=O)(=O)N/N=C(\c2ccccc2)c2cccnc2)cc1,-4%,/,3%,?,17%,14%
CC(=O)c1ccc2c(c1)OCCOCCOCCOCCOCCO2,-4%,-2%,2%,4,10%,1%
O=C(CCCCCN1C(=O)c2cccc3cccc(c23)C1=O)NCCO,18%,9%,-6%,-11,23%,3%
CCc1noc(C)c1C(=O)Nc1ccccc1C(C)(C)C,-1%,0%,5%,7,1%,9%
O=C(CCCOc1ccc(Cl)cc1Cl)N/N=C/c1cccc([N+](=O)[O-])c1,-21%,-1%,-4%,-27,?,?
O=C(Nc1ccccc1)C1CC(=O)N(c2ccc3c4c(cccc24)CC3)C1 (stereo not drawn),37%,-5%,3%,16,?,-1%
Cn1cnc2c1c(=O)[nH]c(=O)n2Cc1ccccc1,-15%,7%,-1%,69,7%,0%
COc1ccc(-c2cc(C)no2)cc1S(=O)(=O)N1CCN(c2ccc([N+](=O)[O-])cc2)CC1,-31%,1%,-10%,+,4µM*,-2%
CCC(C)n1c(=O)c2sccc2n2c(CCCC(=O)N3CCC(C(N)=O)CC3)nnc12 (stereo not drawn),-5%,7.1µM*,2%,0,13%,/

Additional results
SMILES,AmpC no deterg,Sm TGR inh,AmpC inh detg,HCMV inh,HCV inhibitor,FBPA Giardia inh
Cn1ncc(Cl)c1C(=O)Nc1ccc2c(c1)CCC2,-11%,0%,-8%,105,-2%,2%
COc1nc(-c2ccccc2)cc(C(F)(F)F)n1,/,-1%,-4%,19,2%,3%
CCN(CC)C(=O)CSc1nnc(-c2cnccn2)n1-c1ccc(C)cc1,-1%,-24%,?,-38,-2%,0%
CCCCN(C)CC(O)Cn1cc(/C=C/C(=O)c2ccc(OCC)cc2)c2ccccc21 (stereo not drawn),116%[activator],3%&-5%,4%&23%,-107*,/,3%
O=C(C1CCN(c2nnc(-n3cccc3)s2)CC1)N1CCN(c2cccc(C(F)(F)F)c2)CC1,55%,9%,-3%,-8,?,6%
CC1CCc2c(sc3nc(CN4CCOCC4)nc(Sc4ccccc4)c23)C1 (stereo not drawn),27%,-19%,-11%,24,-13%,7%
CCCC(=O)Nc1nnc(SCc2cc(=O)n3cccc(C)c3n2)s1,/,2%,11%,2,/,/
C=CCOC(=O)/C(=C/c1ccco1)NC(=O)/C=C/c1ccccc1,-19%,40µM*,9%,?,?,-2%
O=C(Nc1ccccc1)c1c(F)cccc1F,-14%,-8%,-9%,2,-1%,-6%
Cc1cc(=O)oc2ccc(OCC(=O)O)cc12,-17%,5%,3%,-24,11%,3%

Record cards, as listed above.
C=CCc1cccc(/C=N/NC(=O)C(C)Nc2cccc(C)c2)c1O (stereo not drawn) across the screens: AmpC no deterg = -7%; Sm TGR inh = 7%; AmpC inh detg = -1%; HCMV inh = -80*; HCV inhibitor = ?; FBPA Giardia inh = 4%
O=C(Nc1cccnc1)c1cccs1 across the screens: AmpC no deterg = 0%; Sm TGR inh = 2%; AmpC inh detg = 4%; HCMV inh = ?; HCV inhibitor = ?; FBPA Giardia inh = 0%

High-throughput results from PubChem BioAssay.
